Source: PubChem (National Center for Advancing Translational Sciences (NCATS))
LDHA inh = inhibitors of human lactate dehydrogenase A | P00338 | purified LDHA, NADH/diaphorase-resazurin fluorescence; stronger effect = lower value | activity change, % (values are at about 110 or 230 µM) | 480,000 compounds, 0.15% hits | AID 1347041; in the data active means activity change below about -30%; inconclusive means mostly about -25% to -30%;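 further: plate controls were DMSO wells for no effect and wells without enzyme for full effect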
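Resorufin fluorescence (ex540/em590), read at 0 and 20 min after diaphorase/resazurin addition, reports the NADH left after a 5 min room-temperature reaction of 2 nM human LDH5 with 0.06 mM NADH and 0.2 mM pyruvate.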
Numbers without * were called inactive; ? = inconclusive.

SMILES | LDHA inh
CC(C)C(=O)NC(C)c1ccc2c(c1)CCCC2 (stereo not drawn) | 4
CCN1CCN(C(=O)CCN(CC(C)C)c2nc(-c3cccs3)nc3ccccc23)CC1 | -2
CC(C(=O)Nc1cccc(Cl)c1Cl)N1CCN(c2ccccc2O)CC1 (stereo not drawn) | 11
Cc1ccc2nc(SCC(=O)Nc3ccccc3C(=O)Nc3ccccc3)[nH]c2c1 | 6
Ic1cn[nH]c1 | 5
CCN(CC)S(=O)(=O)c1cccc(-c2nnc(SCc3ccc(Cl)cc3)n2N)c1 | 0
O=C(NCC1CN(Cc2ccccc2)CCO1)C1CCCCC1 (stereo not drawn) | 13
Cc1ccc2oc(-c3cccc(NC(=O)c4ccccc4[N+](=O)[O-])c3C)nc2c1 | -2
COC(=O)c1cc(NC(=O)N2CCc3[nH]cnc3C2c2ccc(Cl)cc2)ccc1Cl (stereo not drawn) | -7
Cc1cc(Cl)ccc1S(=O)(=O)Nc1cccc(NC(N)=O)c1 | -13
Cc1ccc2c(COC(=O)CCc3ccc4c(c3)OCO4)cc(=O)oc2c1 | 0
CCOc1ccc2c(c1)cc(C(=O)Nc1ccccc1OCC)n2C | -33*
O=S(=O)(c1ccc2oc(Nc3cccc(F)c3)nc2c1)N1CCCCC1 | -3
CCn1cc(CNC(=O)c2cc(-c3ccccc3)nc3ccccc23)cn1 | 3
Cc1nc2cc(NC(=O)c3ccc(Cl)c(Cl)c3)ccc2o1 | 9
O=C(COc1ccc2c(=O)c(-c3ccc(Cl)cc3)coc2c1)Nc1nccs1 | 7
Cc1ccc(C(CNC(=O)c2cc(=O)c3cc(Br)ccc3o2)N2CCCCC2)o1 (stereo not drawn) | ?
COC(=O)c1ccc(OC)cc1OCc1ccccc1C#N | 9
CC(Sc1ccc(F)c(Cl)c1)C(=O)NC(C)(C)C (stereo not drawn) | 3
S=C(NCCSc1ccc(Cl)cc1)Nc1ccc(Nc2ccccc2)cc1 | 8

By substructure, the compounds so far containing fluorine.
SMILES | LDHA inh
O=S(=O)(c1ccc2oc(Nc3cccc(F)c3)nc2c1)N1CCCCC1 | -3
CC(Sc1ccc(F)c(Cl)c1)C(=O)NC(C)(C)C (stereo not drawn) | 3

The listing continues.
SMILES | LDHA inh
Nc1ncnc2c1nc(Sc1ccc(Cl)cc1)n2[C@H]1OC2COP(=O)(O)O[C@H]2[C@@H]1O (stereo partly drawn) | 4
CC1CCCC(C)N1NC(=S)NCc1ccccc1 (stereo not drawn) | -8
Cn1c(=O)c2c(-c3cccc(Br)c3)[nH]cc2n(C)c1=O | 10
CCCCN(C)S(=O)(=O)c1cc(-c2nn(C)c(=O)c3ccccc23)ccc1C | 6
Cn1c(N2CCCCC2)nc2c1c(=O)n(Cc1cccc(Cl)c1)c(=O)n2C | 1
CCCS(=O)(=O)N1CCN(c2ccc(N3CCN(CC)CC3)nn2)CC1 | 4
CCOc1ccc(NC(=O)Nc2c(NC3CCCC3)c3ccccc3oc2=O)cc1 | -21
CC(NC(=O)c1ccc2c(c1)N(Cc1ccccc1)C(=O)c1ccccc1S2=O)c1ccc2c(c1)OCCO2 (stereo not drawn) | -2
Cc1nc2ccc(C(=O)OCC(=O)NC(=O)NC3CC3)cc2nc1C | 5
CC(CCc1ccccc1)NC(=O)COC(=O)c1cc(C(C)(C)C)cc(C(C)(C)C)c1 (stereo not drawn) | 1
CCCNc1ncnc2onc(-c3ccccc3C)c12 | -2
Cc1ccc2[nH]c(-c3ccccc3)c(C)c2c1 | 8
Cc1ccc(CNCc2ccc(C)s2)cc1 | 7
COCCN1C(=O)CN(S(C)(=O)=O)CC1(C)C(=O)NC(C)C (stereo not drawn) | -2
COc1ccc(CNCc2cccc3[nH]ccc23)cc1 | 6
Cc1ccc(/C=C/C(=O)c2cc3ccccc3oc2=O)cc1 | 3
Cc1nc2ccc(S(=O)(=O)N(CC(=O)N3CCN(C)CC3)Cc3ccccc3)cc2s1 | 1
CCC(=O)Nc1ccc(-c2csc(Nc3cccc(OC)c3)n2)cc1 | 7
CN(CCC#N)S(=O)(=O)c1cc(Br)ccc1Br | 5
Cc1ccc(NC(=O)c2c3c(nc4ccccc24)CCCC3)cc1Cl | 3

Of the compounds above, these contain bromine.
SMILES | LDHA inh
Cc1ccc(C(CNC(=O)c2cc(=O)c3cc(Br)ccc3o2)N2CCCCC2)o1 (stereo not drawn) | ?
Cn1c(=O)c2c(-c3cccc(Br)c3)[nH]cc2n(C)c1=O | 10
CN(CCC#N)S(=O)(=O)c1cc(Br)ccc1Br | 5

(listing goes on)
SMILES | LDHA inh
Cc1cc2oc(C(=O)Nc3cccc(Cl)c3)cc(=O)c2cc1C | 1
Cc1ccc2nc(CSc3ccccc3NS(=O)(=O)c3c(C)noc3C)cc(=O)n2c1 | 9
Cc1cc(C)c(NC(=O)c2ccc(S(=O)(=O)N3CCCC3)cc2)c(Cl)c1 | 7
Cc1ccccc1NS(=O)(=O)c1cnc(N)nc1 | -2
O=C(CSc1ccc(F)c(F)c1)Nc1ccc2c(c1)OCCCO2 | 1
COc1ccc(-n2c3c(c(=O)[nH]c2=O)C(C(F)(F)F)(C(F)(F)F)N=C(c2ccncc2)N3)cc1 | 3
Cc1ccc(S(=O)(=O)Cc2nc(-c3ccc(C(=O)NCCN(C)C)cc3)oc2C)cc1 | -1
CCCCN1C(=O)C2(/C(=C(\O)c3ccc(OC)c(C)c3)C(=O)C(=O)N2CCOC)c2ccccc21 (stereo not drawn) | 11
COc1ccc(-c2nc3cc(NC(=O)c4cccc([N+](=O)[O-])c4C)ccc3o2)cc1 | -1
CCOP(=O)(OCC)c1nc(-c2ccccc2)oc1NCc1ccco1 | 5
CC(C)COc1cccc(C(=O)Nc2cccc(C(F)(F)F)c2)c1 | 0
CCc1ccc(S(=O)(=O)Nc2cccc(CN(CC)C(C)=O)c2)s1 | 0
N#Cc1c[nH]n2c(=O)cc(CSc3nnc(-c4ccccc4F)n3C3CC3)nc12 | 8
COc1ccc(N(CC(F)(F)F)C(=O)Cn2cnc3c2c(=O)n(C)c(=O)n3C)cc1 | 3
O=C1CC(C(=O)Nc2ccccc2)c2c(nc(SCc3ccccc3Cl)[nH]c2=O)N1 (stereo not drawn) | 10
CCc1ccc(OCC(=O)OCC(=O)c2cc3ccccc3o2)cc1 | 0
Cc1cc(C)n2nc(CC(=O)Nc3nc(-c4c(F)cccc4F)cs3)nc2n1 | 8
O=C(Cn1c(=O)nc2n1C(=O)N(c1ccccc1)C2)NCc1ccccc1 | 0
CC(C)(C)c1ccc(C(=O)NC(Cc2c[nH]c3ccccc23)C(=O)O)cc1 (stereo not drawn) | 7
COc1ccc(S(=O)(=O)N2CCC(C(=O)Nc3cccc(C)c3)CC2)c2cccnc12 | 5
CCOc1ccc(NC(=O)CCc2c(C)c3ccc(C)cc3oc2=O)cc1 | -23
Cc1nn(C)c2sc(C(=O)N3CCN(S(=O)(=O)c4ccc(F)cc4F)CC3)cc12 | 1
CC(C)(C)c1ccc(NC(=O)c2cccc(CN3CCCC3=O)c2)cc1 | -7
COc1ccc(Oc2coc3cc(OC(=O)c4ccco4)ccc3c2=O)cc1 | 1
COC(CNc1nc2c(c(=O)n(C)c(=O)n2C)n1Cc1ccc(F)cc1)OC | 4
CCCCCn1c(N2CCN(c3ccccc3)CC2)nc2c1c(=O)[nH]c(=O)n2C | 11
CCCN(Cc1cc(=O)[nH]c2ccccc12)C(=O)Nc1ccc(OC)cc1OC | 2
CC1(C(=O)Nc2ccc3c(c2)OCCO3)CN(S(C)(=O)=O)CC(=O)N1CCc1ccc(O)cc1 (stereo not drawn) | 3
CC1Sc2ccc(C(=O)NNC(=O)CSc3cccc4cccnc34)cc2NC1=O (stereo not drawn) | 1
C[C@]12C[C@H](O)[C@@H]3c4ccc(O)cc4CC[C@H]3[C@@H]1CCC2=O | 0
CCCN1C(=O)c2cc(C(=O)NCc3ccc4c(c3)OCO4)nn2CC1(C)C(=O)NC1CCCC1 (stereo not drawn) | -17
Cc1cc(SCC(=O)c2ccc3c(c2)OCCO3)nc2ccccc12 | 6
Cc1cc(/C=C(/C#N)C(N)=O)c(C)cc1/C=C(/C#N)C(N)=O | 0
CC(=O)Nc1ccc2c(C(C(=O)O)N3CCN(c4cc(C)c5ccccc5n4)CC3)c[nH]c2c1 (stereo not drawn) | 16
O=C(CSc1nc2ccccc2o1)Nc1ccc(F)cc1F | 0
Cc1ccc(NC(=O)Cc2nnc(SCC(=O)c3ccc(C#N)cc3)n2C)cc1C | 2
COc1ccc2c(CCNC(=O)c3cccc4ccccc34)c[nH]c2c1 | 31
CC1CCN(c2oc(-c3cccs3)nc2C#N)CC1 | -5
O=C(Nc1ccccc1C(F)(F)F)N1CCC(N2CCN(Cc3ccccn3)C(=O)C2=O)CC1 | 3
COc1ccc(NC(=O)C(C)Nc2ccc3oc(C)nc3c2)cc1OC (stereo not drawn) | -15
CCCC(=O)Nc1ccc(OCC)c2ncccc12 | 86
O=C(Cc1ccc(Cl)cc1)NC1C2CC3CC(C2)CC1C3 (stereo not drawn) | 5
O=C(CN1C(=O)CSc2ccccc21)NO | 0
CN(C)CCCNC(C(=O)O)c1cn(CCC(=O)O)c2cc(Br)ccc12 (stereo not drawn) | 9
Cc1ccccc1-c1nc(S(=O)(=O)c2ccc3c(c2)OCCO3)c(N2CCN(C)CC2)o1 | 11
Cc1sc2nc(C(C)Sc3nnnn3C3CC3)[nH]c(=O)c2c1C (stereo not drawn) | 2
COCCN(Cc1ccco1)C(=O)c1cc(S(C)(=O)=O)ccc1C | 0
Cc1nc2c3ccccc3nn2c(C)c1CCC(=O)Nc1cccc(F)c1 | -8
O=C(CCc1c[nH]c2ccccc12)N1CCC(C(=O)N2CCCCCC2)CC1 | -9
CCc1ccc(NC(=O)c2ccc3c(Cl)c4c(nc3c2)CCC4)cc1 | -1
CCN(C(=O)Cn1nc(C)c2ccccc2c1=O)c1nc2ccccc2s1 | 4
Cc1ccc(Oc2ccc(NC(=O)C3(C#N)CCCC3)cc2)cc1 | 0
CCC(CO)NS(=O)(=O)c1cc(Cl)ccc1Cl (stereo not drawn) | 5
CC1(C)CC(NC(=O)C2CCC2)CC(C)(CNC(=O)C2CCC2)C1 (stereo not drawn) | 0
COc1ccc(Br)cc1/C=C(/C#N)C(=O)C(C)(C)C | 0
CC1(C)CC(=O)C2=C(C1)OC(N)=C(C#N)C2c1ccc(-c2ccc(Br)cc2)o1 (stereo not drawn) | 0
CCCn1nc(C)cc1-c1nn2c(-c3cccc(F)c3)nnc2s1 | -1
COc1cc(OC)cc(C2=Cc3ccccc3C(CC(C)=O)N2c2ccc(C#CCCO)cc2)c1 (stereo not drawn) | 1
Cc1ccc(NC(=O)CN2CCc3sccc3C2c2cccs2)cc1S(=O)(=O)N(C)C (stereo not drawn) | 7
COc1cccc2cc(C(=O)N(C)CCOc3ccccc3C)c(=O)oc12 | 1

With a hit mark in LDHA inh (from the list above):
SMILES | LDHA inh
CCOc1ccc2c(c1)cc(C(=O)Nc1ccccc1OCC)n2C | -33*

Remaining list, next part.
SMILES | LDHA inh
COc1ccc(CNC(=O)CSc2nnc(C)n2C2CC2)cc1 | 8
CC(C)(C)NC(=O)COC(=O)C(c1ccccc1)c1ccccc1 | -6
CCCCc1c(-c2ccccc2OC)ncn1Cc1cccc(-c2ccccc2)c1 | 6
Cc1cn2c3c(=O)[nH]c(=O)n(C)c3nc2n1CCNc1cccc(Cl)c1 | 7
CCCNC(=O)c1cc(-c2ccc(Cl)cc2)nc2ccccc12 | -4
CC1CC1C(=O)Nc1ccc2c(c1)CCC2 (stereo not drawn) | -1
O=S(=O)(c1ccc(F)cc1F)N1CCN(Cc2cccc3cccnc23)CC1 | 0
O=C(Nc1ccccc1Br)C1CC2CCC1C2 (stereo not drawn) | -1
COCCCNC(=O)C[C@@H]1C[C@@]2(C(=O)OC)CCCCC=C2N(CCc2ccc(OC)c(OC)c2)C1=O | -2
Cc1cnc(C(=O)NCc2cccs2)cn1 | -10
Cc1ccccc1CSc1nc2sc(C)c(C)c2c(=O)n1CCCN1CCOCC1 | 16
Cn1c(=O)c2c(nc(Br)n2CC(=O)c2ccc(Cl)cc2)n(C)c1=O | 8
Cn1c(=O)c2c(nc(NCc3ccco3)n2Cc2ccc(Cl)cc2)n(C)c1=O | 6
Cc1ccc(S(=O)(=O)N2CCCCC2)cc1NCC(=O)N1CCN(C(=O)c2cccs2)CC1 | 20
O=S(=O)(Nc1nc2ccccc2nc1NCCc1ccccc1)c1cccc(Cl)c1 | 3
COC(=O)C[C@@H]1C=C[C@H](NC(=O)Nc2ccc(F)cc2)[C@@H](CO)O1 | 0
C=CCNC(=S)Nc1ccc(F)c(Cl)c1 | -3
C#CCNC1CCCCC1C(C)=O (stereo not drawn) | 7
COC(=O)[C@@]12C[C@@H](CC(=O)NCc3ccc(OC)c(OC)c3)C(=O)N(Cc3ccccc3)C1=CCC(C)(C)C2 | 2
CC1=C(C(=O)Nc2ccc(C)cc2)C(c2ccc(Br)cc2)NC(=S)N1 (stereo not drawn) | -1
CCNC(=O)NC1=C(C#N)C(C)(C)Cc2ccccc21 | 1

4 of the entries above in order of their number in LDHA inh, highest first:
SMILES | LDHA inh
O=C(Cc1ccc(Cl)cc1)NC1C2CC3CC(C2)CC1C3 (stereo not drawn) | 5
Cc1cc(/C=C(/C#N)C(N)=O)c(C)cc1/C=C(/C#N)C(N)=O | 0
C=CCNC(=S)Nc1ccc(F)c(Cl)c1 | -3
COc1ccc(NC(=O)C(C)Nc2ccc3oc(C)nc3c2)cc1OC (stereo not drawn) | -15

This is a subset; count on the stated rates, not on these rows.
